Assay outcomes deposited in PubChem BioAssay by National Center for Advancing Translational Sciences (NCATS).
SW480 rerep: DNA re-replication induction in SW480 cells; SW480 DNA re-replication, Hoechst DNA content imaging, 48 h; actives 1.8% (n = 340,000); Potency, µM (titrated, usually from 46.1 µM), for the others: at the highest dose re-replication activation, most hits filed as activators; also: potency is read from the fitted curve at half-maximal effect; % of control where 0% means no effect; nearly all actives have a fitted effect of over 55% in size
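Compounds, transferred as 23 nL by pin tool, were incubated with cells for 48 hr; DNA content per nucleus was then quantified by Hoechst staining and fluorescence plate imaging.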
HT1080 IDH1KD tx: toxicity to HT-1080 IDH1 knockdown cells (counter line). actives 2% (n = 360,000). HT-1080 IDH1 knockdown viability, ATP luminescence, 48 h. Potency, µM (titrated, usually from 46.1 µM), inactives show top-dose activity, negative = toxicity, most hits filed as cytotoxic. AID 686971;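 also: potency is read from the fitted curve at half-maximal effect; 0% = DMSO wells and -100% = cell-free medium wells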
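IDH1KD HT-1080 cells, 750/well, RPMI + 5% FBS; compound pinned after 2 h settling; 48 h, 37 °C; CellTiter-Glo luminescence; % activity normalised to DMSO and no-cell wells; curves fitted, classed by r2 and efficacy.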
HT1080NT lethal: kills 2HG-producing HT-1080-NT fibrosarcoma cells | AID 686970 | actives 1.6% (n = 360,000) | HT-1080-NT fibrosarcoma viability, CellTiter-Glo ATP luminescence, 48 h | Potency, µM (top dose mostly 46.1 µM), for inactives: top-dose activity, negative = less viability, hits mostly cytotoxic;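 also: NT is the 2HG producing partner of a matched IDH1 knockdown line; potency is read from the fitted curve at half-maximal effect; 0% = DMSO-treated cells and -100% = media-only wells without cells; nearly all actives have a fitted effect of over 55% in size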
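Luminescent CellTiter-Glo readout after 48 hours of compound exposure at 37 degrees C defined viability of HT-1080-NT cells. Activity was normalized to DMSO wells and cell-free media wells; concentration-response curves were fitted and assigned curve classes.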
IL1B secr inh: inflammasome signaling inhibition, IL-1 beta readout; THP-1 LPS/ATP IL-1B secretion, AlphaLISA, 16 h; stronger effect = lower value; AID 743279; activity change, % at 57.5 µM; actives 4.7% (n = 360,000); in the data active = activity change below about -50%; inconclusive = mostly about -30% to -49%; also: % is scaled to controls: 0 for no effect and ±100 for the full control effect
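THP-1 cells pretreated 1 hr with compounds (up to 57.5 uM final), then stimulated with LPS (250 ng/mL final) plus ATP (1.25 mM final); secreted IL-1B measured by AlphaLISA after 16 hr, decreased signal indicating inhibition.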
KB-3-1 cytotox: KB-3-1 parental cell cytotoxicity; actives 1.4% (n = 400,000); AID 1347075; Potency, µM (top dose mostly 46.1 µM), for inactives: top-dose activity change, negative = cytotoxic, hits mostly cytotoxic; KB-3-1 viability, CellTiter-Glo ATP luminescence, 72 h; also: potency is read from the fitted curve at half-maximal effect; % is scaled to controls: 0 for no effect and ±100 for the full control effect; nearly all actives have a fitted effect of over 60% in size
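Here the drug-naive KB-3-1 line serves as comparator for MDR sub-line selectivity; cells received compound titrations, 72 h at 37 °C, then CellTiter-Glo readout.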
KB-V1 cytotox: kills drug-selected multidrug resistant KB-V1 cells; AID 1347076; KB-V1 MDR cells viability, CellTiter-Glo, 72 h; actives 3.4% (n = 400,000); Potency, µM (doses to about 46.1 µM), inactives show at the highest dose activity change, negative = cytotoxicity, hits mostly cytotoxic; also: potency is read from the fitted curve at half-maximal effect; % is scaled to controls: 0 for no effect and ±100 for the full control effect; nearly all actives have a fitted effect of over 60% in size
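KB-V1, DMEM (no phenol red) + 10% FBS; cpd pin-transferred, titration series; 72 h, 37 degrees C; CellTiter-Glo, luminescence. Data normalized, curve-fit.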
D3 antag: blocks the human D3 dopamine receptor; AID 652054; max response, negative = inhibition, %; D3R cells, DiscoveRx beta-arrestin luminescence, antagonist mode; stronger effect = lower value; actives 2.5% (n = 360,000); in the data active = max response below about -50%; inconclusive = no clear call, values can overlap the other calls; also: % is scaled to controls: 0 for no effect and ±100 for the full control effect; mostly tested at two doses, the higher about 12 µM
Target sequence (P35462 whole entry, looked up): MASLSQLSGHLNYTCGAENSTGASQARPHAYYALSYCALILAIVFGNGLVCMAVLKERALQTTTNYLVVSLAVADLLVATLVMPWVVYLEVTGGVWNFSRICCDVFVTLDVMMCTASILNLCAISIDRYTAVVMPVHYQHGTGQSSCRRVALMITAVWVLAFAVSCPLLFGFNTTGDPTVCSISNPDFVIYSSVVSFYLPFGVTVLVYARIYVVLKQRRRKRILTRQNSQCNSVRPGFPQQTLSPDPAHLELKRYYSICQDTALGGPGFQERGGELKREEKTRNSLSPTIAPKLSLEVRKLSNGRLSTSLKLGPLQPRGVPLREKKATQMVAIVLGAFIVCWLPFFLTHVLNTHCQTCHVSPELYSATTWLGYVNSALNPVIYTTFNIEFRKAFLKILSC
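Cells plated overnight at 1500 cells/well, then exposed to library compounds with dopamine controls for 90 minutes at 37 degrees C. DiscoveRx reagent added for 30–60 minutes at room temperature; luminescence read, quantitative HTS format.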
GLP1R ag: activates the human GLP-1 receptor | AID 624172 | actives 0.007% (n = 380,000) | Potency, µM (highest dose often 45.6 µM), for inactives: top-dose activation, usual class: activators | P43220 | HEK293 GLP-1R CRE-luciferase, luminescence, 4-6 h; cells express a hypersensitive GLP-1R form; also: potency is read from the fitted curve at half-maximal effect; % of control where 0% means no effect
Target sequence (P43220 whole entry, looked up): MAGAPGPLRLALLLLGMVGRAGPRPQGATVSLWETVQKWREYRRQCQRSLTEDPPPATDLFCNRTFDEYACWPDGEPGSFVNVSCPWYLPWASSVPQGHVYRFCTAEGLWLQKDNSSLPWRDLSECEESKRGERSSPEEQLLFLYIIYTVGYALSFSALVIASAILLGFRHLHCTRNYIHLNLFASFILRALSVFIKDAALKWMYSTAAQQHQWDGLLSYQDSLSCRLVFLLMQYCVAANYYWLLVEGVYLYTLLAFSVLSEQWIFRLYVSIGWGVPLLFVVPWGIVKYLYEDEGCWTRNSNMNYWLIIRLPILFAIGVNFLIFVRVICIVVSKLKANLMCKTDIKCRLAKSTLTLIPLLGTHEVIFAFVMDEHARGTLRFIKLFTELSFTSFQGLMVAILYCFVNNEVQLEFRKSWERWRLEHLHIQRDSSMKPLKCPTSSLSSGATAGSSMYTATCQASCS
DRD3 agonist: activates the human D3 dopamine receptor | P35462 | D3R DiscoveRx beta-arrestin cells, luminescence, 90 min | max activation, % | actives 0.58% (n = 410,000) | AID 652048; in the data active = max activation above about 30%; also: 0% is about no effect; mostly tested at two doses, the higher about 12 µM
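Agonist mode: compounds and dopamine controls were applied to plated cells for 90 min at 37 degrees C after an overnight attachment at 1500 cells/well. Luminescent read-out followed 30 - 60 minutes at room temperature with DiscoveRx detection reagent.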
The depositor's hits bear a star; ? = inconclusive; / = not tested or not shown; & = joins results of further samples; [ ] = remark or other dose. Unless noted, calls follow the shape of the dose curve; as a rule, active = well fitted curve in the direction sought with a large enough effect; inconclusive = small, poorly fitted or top-dose-only effect, or another doubt; inactive = no such curve, though single readings can be large; an effect the other way counts as inactive or inconclusive.

SMILES | SW480 rerep | HT1080 IDH1KD tx | HT1080NT lethal | IL1B secr inh | KB-3-1 cytotox | KB-V1 cytotox | D3 antag | GLP1R ag | DRD3 agonist
CC(C)COC(=O)C(C)Nc1n[nH]c(=S)[nH]c1=O (configuration not stated) | 5% | -3% | -6% | 25 | 0% | 0% | -13 | 1% | 4
Cc1onc(-c2ccccc2Cl)c1C(=O)N1CCN(C)CC1 | -15% | -3% | 3% | 30 | 11% | 12% | -12 | 4% | -8
CCC(C)Sc1nc2ccccc2c(=O)[nH]1 (configuration not stated) | -3% | -11% | -11% | -13 | 5% | 10% | 9 | 23% | 3
CC1(C(=O)NS(=O)(=O)c2ccc(F)cc2F)CCN1C(=O)CCc1ccccc1 (configuration not stated) | / | 8% | 4% | 9 | 0% | 3% | 1 | -6% | 8
Cc1ccc(SCC(=O)NNC(=O)c2cncc(Br)c2)cc1 | -2% | 11% | -2% | 19 | 1% | 3% | -16 | 2% | -3
O=C(Nc1cc(F)cc(F)c1)c1ccc(NCCc2ccccc2)c([N+](=O)[O-])c1 | -10% | -18% | -23% | 1 | -22% | -2% | 8 | 0% | 4
CCOC(=O)CSc1nncc2ccc(OC)c(OC)c12 | -6% | 2% | 17% | -9 | 0% | 7% | -11 | -1% | 18
N#CCn1c2ccccc2c2nc3ccccc3nc21 | ? | 1% | 1% | -5 | 0% | 3% | 19 | 13% | 7
COc1ccc(CCNC(=O)c2cc3c(=O)n4ccccc4nc3n(CCCN3CCOCC3)c2=N)cc1OC | ? | -7% | -2% | -3 | -22% | 8% | 4 | -3% | 4
CCCCOC(=O)CNc1n[nH]c(=S)[nH]c1=O | -6% | -1% | 2% | 13 | 3% | 27% | 16 | -11% | 17
Cc1ccc(CNC(=O)C2CC(=O)N(c3ccc(OCC(=O)N4CCCC4)cc3)C2)cc1 (configuration not stated) | -8% | 7% | 9% | 5 | ? | 2% | -12 | 0% | 2
CCCN(CC(=O)Nc1ccccc1OC)C(=O)c1cccc(S(=O)(=O)Nc2ccc(OC)cc2)c1 | 4% | -9% | 8% | -16 | 16% | -28% | 3 | 1% | 1
COc1cc(/C=N/NC(=S)Nc2cccc(S(=O)(=O)N(C)C)c2)ccc1O | -4% | 0% | -18% | -98* | -4% | 5% | -11 | 14% | 1
Cc1cccc(-n2c(-c3csc(C)c3)n[nH]c2=S)c1 | ? | ? | ? | 28 | -19% | 0% | ? | 22% | -10
Cn1c(=O)c2c(SCC(=O)N3CCOCC3)nc(C3CC3)nc2n(C)c1=O | -18% | 9% | 6% | -6 | 0% | 1% | 9 | -5% | 0
Cc1ccc(NC(=S)Nn2cnnc2)cc1 | 13% | -4% | -1% | -11 | -5% | -6% | -2 | -5% | -2
O=[N+]([O-])c1ccccc1S(=O)(=O)N1CCN(Cc2ccccc2)CC1 | -1% | -2% | -4% | -10 | 1% | -12% | 0 | 4% | -11
CCOc1ccc(NC(=O)C2CC(C)=C(C)CC2C(=O)O)cc1 (configuration not stated) | -13% | 1% | -3% | 14 | 1% | 11% | 0 | 3% | -4
COc1ccc(/C=C/C(=O)OCC(=O)Nc2ccc(N3CCOCC3)cc2)cc1 | -70%[inhibitor] | 9% | 2% | 4 | 2% | 5% | 7 | 9% | 1
COc1cc(NC(=O)CSc2ncccc2C(=O)OC(C)C)cc(OC)c1 | 3% | 9% | 0% | 7 | 0% | 0% | -15 | 27% | 7&19
C#CCOCCOCCOCCNc1nc(N2CCN(C(=O)C([C@@H](C)CC)n3cc(C(N)Cc4ccc(O)cc4)nn3)CC2)nc(N2CCN(C(=O)[C@H](CCC(=O)O)n3cc(C(N)Cc4ccc(O)cc4)nn3)CC2)n1 (some centres not stated) | -15% | 0% | -1% | 4 | 6% | 12% | -15 | -5% | -17
CC1=NN(C(C#N)c2ccccc2)C(C)(C)C1 (configuration not stated) | -145%[inhibitor] | 3% | 6% | 26 | 6% | 0% | -1 | 1% | 1
CC[C@H](C)[C@H]1CNC(=O)C(=O)N1CC1CCN(CCCc2ccc(OC)c(OC)c2)CC1 | ? | 4% | 3% | 16 | 0% | 15% | 12 | 3% | -18
O=C(N/N=C/c1ccccn1)c1ccco1 | 0% | 9% | -8% | -10 | -1% | 6% | -11 | -4% | 0
Cc1cc(C)c(C)c(S(=O)(=O)N[C@@H](C)C(=O)OCC(N)=O)c1C | -1% | 4% | 9% | 0 | 0% | 6% | 3 | -11% | 2
COc1ccc(CCNC(=O)Cn2c(-c3cccs3)cc3cc(F)ccc32)cc1OC | / | / | / | / | 1% | -18% | / | -2% | 5
CC(C)CN(C(=O)C1=NN(c2ccccc2)C(=O)CC1)c1c(N)n(Cc2ccccc2)c(=O)[nH]c1=O | -16% | 5% | 0% | 10 | 23% | ? | -9 | 1% | 2
O=C(COc1ccc(/C=N/NC(=O)c2ccncc2)cc1)Nc1ccc([N+](=O)[O-])cc1 | -7% | -4% | 1% | -11 | 4% | -5% | -6 | 8% | -6
CC(C)Cn1c2c(c(O)c(C(=O)Nc3ncccc3O)c1=O)CCCC2 | ? | ? | ? | 21 | ? | ? | 12 | -6% | 8
COCCCNC(=O)Cn1c(=O)n(-c2ccccc2)c(=O)c2c1c1cc(OC)ccc1n2C | / | / | / | / | 9% | 5% | / | -1% | 7
Cc1ccsc1/C=N/NC(=O)c1c[nH]c2ccccc12 | 3%[9.22 µM] | 0% | -5% | -12 | -13% | -6% | -51* | 1% | -1
Cc1cc(Cl)ccc1C(=O)C1CCCN(C(=O)CCn2cncn2)C1 (configuration not stated) | 11% | 0% | 13% | 7 | -7% | -4% | 6 | -3% | 3
CCO[C@@H]1OC(C(=O)N2CCCCCCC2)=C[C@H](c2cn(C(C)=O)c3ccccc23)[C@H]1CCCO | 20%[9.22 µM] | -6% | -5% | -53* | -14% | 0% | 0 | 13% | -6
CS(=O)(=O)N1CCN(c2ccccc2NC(=O)c2cccnc2)CC1 | -3% | 12% | 12% | -7 | -3% | -2% | -11 | -5% | 1
Cc1nc(C(=O)N2CCc3c([nH]c4ccccc34)C2c2cc(F)ccc2F)cs1 (configuration not stated) | 14% | -19% | 0% | -9 | 1% | -10% | 14 | ? | -5
COc1ccccc1S(=O)(=O)Cc1ccc(C(=O)NCCN2CCCC2)o1 | 0% | 0% | 5% | 3 | 6% | 16% | 15 | -2% | 3
O=C(C1CCN(c2ccc(N3CCOCC3)nn2)CC1)N1CCN(c2ccc(F)cc2)CC1 | 0% | -7% | 11%[9.24 µM] | 6 | -9% | ? | -14 | -7% | 3
CC(C)=NNc1nc2c(c(=O)[nH]c(=O)n2C)n1CCCc1ccccc1 | -2% | ? | -3% | 6 | 8% | 8% | ? | 17% | -19
COc1cccc(OCCOc2ccc(/C=C3\C(=N)N4N=C(S(C)(=O)=O)SC4=NC3=O)cc2OC)c1 | -6% | 0% | 2% | 1 | -7% | -4% | -5 | -2% | 1
CCc1nc2c(OCCn3cccc3)cccn2c1N(C)C(=O)c1ccc(C)cc1 | / | 6% | 15% | 7 | 0% | 3% | 0 | -2% | -5
CC(=O)Nc1ccc(S(=O)(=O)N2CCN(C(=O)N3CCCC3)CC2)cc1 | -5% | 2% | 1% | 7 | 6% | 1% | 6 | 9% | 3
C1CC1C(=NN=C(C1CC1)C1CC1)C1CC1 | -7% | 21% | 15% | 4 | 2% | 2% | -6 | 5% | -9
O=C(O)Cn1c(=O)cnc2ccccc21 | 1% | 5% | 2% | 19 | 0% | 2% | -17 | -2% | 1
Cc1cccc(C(=O)Nc2c(C#N)c(C)c(C)n2Cc2ccccc2)c1 | 2% | -6% | -10% | -5 | -3% | -12% | 0 | -1% | 6
Cc1oc(-c2ccc(Cl)cc2)nc1CN1CCCC(C(=O)NC2CC2)C1 (configuration not stated) | 9% | -6% | 1% | -18 | -5% | -1% | -17 | -2% | -17
COc1ccccc1NS(=O)(=O)c1ccc(C(=O)Nc2ncccc2O)cc1 | 14% | -7% | -9% | 77 | ? | 0% | -19 | -2% | -8
CCN1CCN(CC(=O)Nc2ccc(N(C)C)cc2)CC1 | -5% | 10% | 14% | -5 | 19% | -6% | -8 | -2% | -10
COc1ccccc1NC(=O)c1c(Nc2ccccc2F)sc(C(=O)Nc2cccc(Cl)c2)c1N | -1% | ? | 15µM* | ? | 0% | -12% | -11 | -10% | 2

Individual results from above:
CC(=O)Nc1ccc(S(=O)(=O)N2CCN(C(=O)N3CCCC3)CC2)cc1 in KB-V1 cytotox is entered as 1%
CCN1CCN(CC(=O)Nc2ccc(N(C)C)cc2)CC1 in SW480 rerep is entered as -5%
COc1ccccc1NC(=O)c1c(Nc2ccccc2F)sc(C(=O)Nc2cccc(Cl)c2)c1N in HT1080NT lethal is entered as 15µM*
O=C(O)Cn1c(=O)cnc2ccccc21 in KB-3-1 cytotox is entered as 0%
COc1ccccc1NS(=O)(=O)c1ccc(C(=O)Nc2ncccc2O)cc1 in DRD3 agonist is entered as -8
Cc1oc(-c2ccc(Cl)cc2)nc1CN1CCCC(C(=O)NC2CC2)C1 (configuration not stated) in HT1080NT lethal is entered as 1%

2 of these compounds, set out differently.
| smiles | SW480 rerep | HT1080 IDH1KD tx | HT1080NT lethal | IL1B secr inh | KB-3-1 cytotox | KB-V1 cytotox | D3 antag | GLP1R ag | DRD3 agonist |
| --- | --- | --- | --- | --- | --- | --- | --- | --- | --- |
| Cc1onc(-c2ccccc2Cl)c1C(=O)N1CCN(C)CC1 | -15% | -3% | 3% | 30 | 11% | 12% | -12 | 4% | -8 |
| CCC(C)Sc1nc2ccccc2c(=O)[nH]1 (configuration not stated) | -3% | -11% | -11% | -13 | 5% | 10% | 9 | 23% | 3 |

Rows were taken by chance; overall some 12% were active at least once.
